# Bioassay records as filed in PubChem BioAssay.
# Lipid storage S3 = qHTS Assay for Lipid Storage Modulators in Drosophila S3 Cells. Drosophila S3 cells, BODIPY lipid droplet fluorescence, 18-24 h; cells fed with added oleic acid. lipid storage change, negative = inhibition, % at the top dose, mostly 46.1 µM; hits show Potency in µM. 320,000 compounds, 0.64% hits; active means well fitted inhibition curve with a large enough effect in the signal ratio, with a control signal flat, not every such curve was filed as active; inconclusive means small, poorly fitted or top-dose-only effect, or effect the other way, or a change in a side signal; the % refers to the signal ratio
#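 Drosophila S3 cells loaded with oleic acid (400 uM, as added) and compounds at several concentrations; lipid droplets imaged by 488-nm laser-scanning cytometry, 500–530 nm intensity and object ratio to cell channel. Percent activity normalized to 20 uM Triacsin C.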
# Lipid storage S3 cell count max = further read-out of Lipid storage S3, marked with its call; cell number change, %; measured here: cell count max response;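 cells counted by Cell Tracker Red CMTPX staining in the red channel; peak over a dose series mostly up to 46.1 µM; percent activity relative to internal control wells on each plate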
# * = called active by the depositor; i = inactive; ? = inconclusive; nt = not tested or not shown; [ ] = dose if it differs, or a comment. On the % scale 0 is the no-effect control and ±100 the full control effect; potency means the concentration at half of the fitted maximal effect. Only part of the results is shown. The share of hits here may be higher or lower than overall.
# Start of the listing, in advance, 6 compounds:
SMILES,Lipid storage S3,Lipid storage S3 cell count max
Cc1ccc(S(=O)(=O)N[C@@H](Cc2ccccc2)C(=O)N2CCC(C(=O)N[C@@H](CCC(N)=O)C(=O)O)CC2)cc1,6%,17
CCOc1ccc(CN2CCN(Cc3cnn(CC)c3C)CC2CCO)cc1 (stereo not given),2%,8
CCC(=O)OCC(=O)c1c(N)n(Cc2ccccc2)c(=O)n(C)c1=O,-13%,0
CC1(C)C(=O)N(c2ccccc2)C1c1ccccc1O (stereo not given),?,nt
COc1ccc(NC(=O)CSc2cc(C)nc3c(-c4ccccc4)cnn23)cc1,5%,-9
O=C(c1cccc(Cl)c1)N1CCN(S(=O)(=O)c2ccc(Cl)s2)CC1,?,nt

# Main list, repeating the preview:
SMILES,Lipid storage S3,Lipid storage S3 cell count max
Cc1ccc(S(=O)(=O)N[C@@H](Cc2ccccc2)C(=O)N2CCC(C(=O)N[C@@H](CCC(N)=O)C(=O)O)CC2)cc1,6%,17
CCOc1ccc(CN2CCN(Cc3cnn(CC)c3C)CC2CCO)cc1 (stereo not given),2%,8
CCC(=O)OCC(=O)c1c(N)n(Cc2ccccc2)c(=O)n(C)c1=O,-13%,0
CC1(C)C(=O)N(c2ccccc2)C1c1ccccc1O (stereo not given),?,nt
COc1ccc(NC(=O)CSc2cc(C)nc3c(-c4ccccc4)cnn23)cc1,5%,-9
O=C(c1cccc(Cl)c1)N1CCN(S(=O)(=O)c2ccc(Cl)s2)CC1,?,nt
CCCS(=O)(=O)N1CCCC(C(=O)N2CCN(c3ccccc3)CC2)C1 (stereo not given),?,nt
Cn1c(SCC(=O)O)nnc1C1CCCCC1,?,nt
COc1ccc(OC)c(NC(=O)CCn2ccnc2)c1,?,nt
CSCC[C@H](NC(=O)[C@H](Cc1ccccc1)n1c(=O)[nH]c2ccccc2c1=O)C(=O)NCC1CCC(C(=O)O)CC1 (stereo not given in full),?,nt
COc1ccc(C)cc1NC(=O)NNC(=O)C(C)Oc1ccc(F)cc1Cl (stereo not given),i,16
CN(C)S(=O)(=O)n1cnc(C(CCO)c2ncn(S(=O)(=O)N(C)C)c2CCCO)c1 (stereo not given),?,nt
COC(=O)c1cc2oc(C)cc2n1CC(=O)Nc1ccc(OC)c(OC)c1OC,?,nt
COc1ccc(-c2cn[nH]c2N)cc1OC,i,nt
Cc1ccc(NC(=O)c2ccc(S(=O)(=O)N3CCC(C)CC3)cc2)cc1,i,30
O=S1(=O)CCOCCCN1Cc1ccccc1,?,nt
CCCCn1c(N)c(NCc2ccccc2)c(=O)[nH]c1=O,?,nt
NC(=O)CC(NC(=O)c1ccccc1)c1ccc(NCCCN2CCCC2=O)c([N+](=O)[O-])c1 (stereo not given),-59%,-17
CCc1nnc(NC(=O)CCC(=O)N2CCN(S(=O)(=O)c3ccc(OC)cc3)CC2)s1,i,13
COc1cc(C2NC(=S)NC(C)=C2C(=O)OC(C)C)ccc1OC(C)C (stereo not given),1%,-1
Cc1ccc(NS(=O)(=O)c2ccc(C(=O)NCC3CCCO3)cc2)cc1 (stereo not given),?,nt
O=C(N/N=C/c1cc(Br)cs1)c1ccc2c(c1)OCCO2,2%,11
Cc1cc(C)c(NC(=O)CS(=O)CC(=O)Nc2ccc(-n3cnnn3)c(C)c2)c(C)c1 (stereo not given),i,14
CC(=O)Nc1ccc(NC(=O)CSc2nnc(C3CC3)n2C)cc1,-1%,-7
CCCCCOP(=O)(OCCCCC)C1(NS(=O)(=O)c2ccccc2)C=CC(=O)c2ccccc21 (stereo not given),6%,-13
COc1ccc(Cl)cc1S(=O)(=O)N1CCN(C(=O)c2cc(OC)c(OC)c(OC)c2)CC1,?,nt
CCCCN(CC)CCNC(=O)c1cc2c(C)nc3ccccc3c2o1,-5%,-7
Cc1ccc(C(=O)CCC(=O)N2CCC(C(N)=O)CC2)s1,-4%,-4
CSCC[C@H](NC(=O)C1CCN(S(=O)(=O)c2ccc(C)cc2)CC1)C(=O)NCC1CCCO1 (stereo not given in full),?,nt
CCCN(CCC)Cc1c(C(=O)N/N=C/C(C)=C\c2ccccc2)nnn1-c1nonc1N,?,nt
O=C(NCCc1ccccc1)C1CCCN(S(=O)(=O)c2cccc3nsnc23)C1 (stereo not given),3%,1
O=C(CN(Cc1ccc(F)cc1)S(=O)(=O)c1ccccc1)N1CCCCC1,16%,-14
O=C(CSc1nnnn1-c1ccccc1)Nc1ccc(Cl)cc1,?,nt
Cc1cccc(C(=O)OCC(=O)NC(=O)Cc2ccccc2)c1O,9%,14
O=C(N/N=C\c1cccc(OC(=O)c2ccco2)c1)c1ccc2c(c1)OCO2,?,nt
COCCNC(=O)C(Cc1c[nH]c2ccccc12)NC(=O)OCc1ccccc1 (stereo not given),?,nt
CCN(C(=O)CSc1nc2ccccc2c(=O)n1Cc1ccc(C)cc1)C1CCS(=O)(=O)C1 (stereo not given),?,nt
O=C(/C=C/c1ccco1)Nc1ccccc1N1CCCCC1,?,nt
CSc1nc(C)c(C(=O)Nc2ccccc2)c(-c2ccco2)c1C#N,?,nt
COc1ccc(CNC(=O)c2cc(C(=O)C3CC3)c[nH]2)cc1,?,nt

# Of the compounds above, these have fluorine:
SMILES,Lipid storage S3,Lipid storage S3 cell count max
COc1ccc(C)cc1NC(=O)NNC(=O)C(C)Oc1ccc(F)cc1Cl (stereo not given),i,16
O=C(CN(Cc1ccc(F)cc1)S(=O)(=O)c1ccccc1)N1CCCCC1,16%,-14

# Following part:
SMILES,Lipid storage S3,Lipid storage S3 cell count max
O=C(NCc1ccc2c(c1)OCO2)c1cc2n(n1)C(C(F)(F)F)CC(c1ccc3c(c1)OCO3)N2 (stereo not given),?,nt
O=C(c1cc(C2CC2)nn1-c1ccccc1)N1CCN(c2ncc(C(F)(F)F)cc2Cl)CC1,?,nt
Cc1cc(OCC(=O)Nc2ccc(N3CCN(C(=O)c4ccco4)CC3)cc2)cc(C)c1Cl,?,nt
COc1nc(NCc2ccco2)nc(NC2CCCCC2)n1,2%,-4
Cc1cccc(-c2nsc(SCC(=O)NCC3CCCO3)n2)c1 (stereo not given),?,nt
COc1ccc(C(=O)C[n+]2ccc(C)cc2)cc1,?,nt
COc1ccc(OC)c(C2C(C(C)=O)=C(O)C(=O)N2CCN2CCOCC2)c1 (stereo not given),-1%,8
O=C(CNC(=O)c1ccccc1)Oc1ccc([N+](=O)[O-])cc1,?,nt
O=C(C1CCN(Cc2cn[nH]c2-c2ccc(F)cc2F)CC1)N1CCOCC1,-5%,20
Nc1nc(NCc2c(F)cccc2Cl)nn1-c1ccccc1,i,7
O=C1C=C(c2cccc3c2sc2ccccc23)C[C@@H](c2ccc(F)cc2)C1,?,nt
CCOC(=O)c1[nH]ncc1CN1CCN(Cc2ccccc2)C(CCO)C1 (stereo not given),-21%,-15
CC(=O)Nc1ccc(NC(=O)CCc2c(C)noc2C)cc1,?,nt
Cn1c(=O)c2c(ncn2CC(=O)OCC(=O)NCc2ccc(Cl)cc2)n(C)c1=O,0%,5
CCCS(=O)(=O)c1snnc1C,-11%,0
CCOc1ccc(-n2c(N)c(C(=O)N3CCN(C)CC3)sc2=S)cc1,-22%[9.22 µM],-22
Cc1c(-c2nc(N)nc(Nc3ccccc3)n2)oc2ccccc12,17%,nt
NNC(=O)CSc1c(-c2cccs2)[nH]c2ccccc12,?,nt
CCC(C)(C(=O)NC1CCCCC1)N(CC1CCCO1)C(=O)Cc1cccs1 (stereo not given),-3%,-8
CCCCN(C(=O)c1cccc(S(=O)(=O)N2CCCC2)c1)c1c(N)n(CCC)c(=O)[nH]c1=O,?,nt
O=C(CSCc1ccc(Cl)cc1)Nc1ccc2c(c1)OCCO2,?,nt
O=C(Nc1ccc(Br)cn1)c1cccc(C(=O)Nc2ccc(Br)cn2)c1,?,nt
CCOc1ccc(NC(=S)NC(=O)c2ccco2)cc1,13%,-1
COc1ccccc1-c1nc(SCC(=O)N2CCC(C(N)=O)CC2)n[nH]1,2%,12
COc1ccc(-n2c(-c3ccco3)nc3c(cnn3-c3ccc(C)cc3)c2=O)cc1,0%,-15
CC(=O)N1CCN(Cc2nc3cc(NC(=O)C4CCCCC4)ccc3n2C)CC1,-6%,2
COc1ccc(O)c(/C=N/NC(=O)c2ccc(CSc3nc(C)cc(C)n3)cc2)c1,?,nt
Cc1ccc(N2C(=O)CCSC23C(=O)Nc2ccccc23)cc1 (stereo not given),?,nt
COC(=O)c1cn(C(=O)c2ccco2)c2ccccc12,?,nt
O=c1cc(N2CCCC2)c2ccccc2o1,11%,7
CCc1cc(C(N)=O)c(NC(=O)c2ccc(OC)cc2)s1,?,nt
Cc1cccc(C)c1NC(=O)c1ccccc1C(=O)O,?,nt
COc1ccc(NC(=O)C2CCCNC2=O)cc1 (stereo not given),?,nt
Cn1c(N/N=C/c2cc3ccccc3nc2Cl)nc2ccccc21,?,nt
CC(=O)c1c(C)n(-c2ccc(C)cc2C)c2ccc(O)cc12,-13%,4
Cc1cccn2cc(-c3ccc(Cl)cc3)nc12,7%,-6
Cc1ccc(CSCCC(=O)NCCC2=CCCCC2)cc1,2%,18
O=C(Nc1cccc(C(F)(F)F)c1)Nc1ccc(N2CCCC2)c(S(=O)(=O)Nc2ccccc2Cl)c1,?,nt
CC1CCC2(CC1)NC(=S)N(C(C)(C)C)N2 (stereo not given),-8%,-2
COc1ccc(CNC(=O)N2CCN(S(=O)(=O)c3ccc(C)cc3C)CC2)cc1,i,-12
CC(C)CNC(=S)N(CCCN(C)C)Cc1cc2cc3c(cc2[nH]c1=O)OCCO3,19%,8
COc1ccc(C)cc1NC(=O)C(OC(=O)c1ccc(Cl)c(S(=O)(=O)N(C)c2ccccc2)c1)c1ccccc1 (stereo not given),10%,1
O=C(c1ccc(-c2cccc(C(F)(F)F)c2)o1)N1CCOCC1,i,nt
Cn1c(N2CCOCC2)c(C#N)c2ccccc21,14%,16
Cc1ccccc1NC(=O)CCN1CCN(CCO)CC1,?,nt
COc1ccc(-c2c(-c3ccc(OCC(=O)NN)cc3O)n[nH]c2C)cc1,?,nt
Cc1cccc(NC(=O)c2ccc(COc3ccccc3)o2)n1,-22%,-4
CC(C)n1c(SCC(=O)Nc2ccccc2)nc2c1c(=O)n(C)c(=O)n2C,2%,0
CCOc1ccc(NC(=O)CCCN2C(=O)C(c3ccccc3)Oc3cccnc32)cc1 (stereo not given),?,nt
CCc1ccccc1NC(=O)CSc1nc2ccccc2n1CC(=O)N1CCCC1,2%,4
CC(=O)N/C(=C/c1ccccc1)C(=O)NC(Cc1ccccc1)C(=O)O (stereo not given),-4%,12
O=C(NCc1cccs1)c1cc(-c2cccs2)on1,?,nt
CC(C)n1cc(CN2CCC(Oc3ccc(C(=O)N4CCCC4)cc3)CC2)cn1,?,nt
COc1ccc([C@@H]2[C@@H]3C(=O)N(C(C)(C)C)C(=O)[C@@H]3[C@]3(C)C(=O)N(c4cccc(F)c4)C(=O)N23)cc1,?,nt
c1ccc(-c2cn3c(n2)-c2ccccc2C3)cc1,-12%,4
O=C(Nc1nc2c(Br)cccc2s1)C1CC1,?,nt
Cn1nnnc1SCC(=O)Nc1nc2c(s1)CCCC2,?,nt
CCNc1sc(C(=O)c2cccs2)c(N)c1C#N,i,nt
COc1cc(NC(=S)NC(=O)c2ccccc2F)ccc1NC(=O)c1cccs1,?,nt
CCc1cccc(NC(=S)N(CCCOC(C)C)C2CCN(C(C)=O)CC2)c1,0%,-9

# Random excerpt: six entries already listed, in no set order.
SMILES,Lipid storage S3,Lipid storage S3 cell count max
O=C(N/N=C\c1cccc(OC(=O)c2ccco2)c1)c1ccc2c(c1)OCO2,?,nt
COc1ccc(OC)c(NC(=O)CCn2ccnc2)c1,?,nt
CSc1nc(C)c(C(=O)Nc2ccccc2)c(-c2ccco2)c1C#N,?,nt
O=C(CSCc1ccc(Cl)cc1)Nc1ccc2c(c1)OCCO2,?,nt
O=C(N/N=C/c1cc(Br)cs1)c1ccc2c(c1)OCCO2,2%,11
CCC(C)(C(=O)NC1CCCCC1)N(CC1CCCO1)C(=O)Cc1cccs1 (stereo not given),-3%,-8

# Next results follow:
SMILES,Lipid storage S3,Lipid storage S3 cell count max
CCn1cc(CN2CCCC(C(=O)Nc3ccc(-c4cscn4)cc3)C2)c(C)n1 (stereo not given),i,nt
CC(=O)c1ccccc1NC(=O)CCCNC(=O)c1ccc(Cl)cc1,?,nt
O=c1c(-c2n[nH]c(=S)o2)cccn1Cc1ccccc1,6%,21
CC1CN(C(=O)c2ccc3c(c2)OCO3)CC(C)O1 (stereo not given),?,nt
CN(C)CC(O)COc1ccc(C(C)(C)c2ccc(OCC(O)CN(C)C)cc2)cc1 (stereo not given),-21%,-24
Cn1c(=O)[nH]c2ccc([N+](=O)[O-])nc21,8%,-8
CCOc1ccccc1N1CCN(C(=O)c2cc[n+]([O-])cc2)CC1,?,nt
Cc1ccc(CNC(=O)c2sccc2-n2cccc2)cc1,?,nt
CN(C)/C=C1\C(=O)NN=C1C(F)(F)F,?,nt
COc1ccc(C(=O)Nc2cc(C)nc3ccccc23)cc1OC,?,nt
O=c1oc2cc(O)ccc2cc1-c1nc2c(s1)CCc1ccccc1-2,?,nt
Cc1cc([N+](=O)[O-])nn1CC(=O)NCc1ccco1,-9%,4
c1ccc(N2CCN(c3nc4ccccc4n4cnnc34)CC2)cc1,?,nt
O=C1Oc2ccccc2C2(O)C3CCCCCC3C12 (stereo not given),-2%,nt
Cc1ccc(S(=O)(=O)N(C)/C(=N/S(=O)(=O)c2ccccc2)c2ccccc2)cc1,?,nt
COC(=O)C(C)NC(=O)c1cn(-c2ccccc2OC)c(=O)c2ccccc12 (stereo not given),-2%,12
CN(C)c1ccc(/C=C(\NC(=O)c2ccccc2)C(=O)NCCCN2CCOCC2)cc1,?,nt
CCc1ccc(C(=O)CC2(O)C(=O)N(CN3CCOCC3)c3ccccc32)cc1 (stereo not given),-9%,-6
